TGFb SMAD3 inh: qHTS for Inhibitors of TGF-b; HepG2 CAGA-GFP TGF-b/SMAD3 reporter, GFP fluorescence, 18 h; TGF-beta stimulated, 500 pg/mL final; Potency, µM (titrated, usually from 46.1 µM), for the others: at the highest dose activity, negative = inhibition, most hits filed as inhibitors; AID 588855, 2011; actives 1.2% (n = 410,000); note: potency is the fitted concentration of half-maximal effect; % is set by controls: 0 for no effect and ±100 for the full control effect; nearly all actives have a fitted effect of over 65% in size
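Cell-based qHTS in HEPG2 carrying a CAGA-GFP Smad reporter; compounds added before 500 pg/mL final TGF-beta, 18 h incubation at 37 degrees C, GFP fluorescence quantified per cell by imaging cytometry.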
pAkt inh: HTS Assay for Inhibitors of Akt Phophorylation: Primary Screen; Neuro2A IGF-stimulated pAkt S473 HTRF, 20 min; active compounds read low; activity change, % for hits at 50 µM; actives 0.32% (n = 360,000); AID 651550, 2012; in the data active = activity change below about -80%; inconclusive = mostly about -51% to -80%; note: % is set by controls: 0 for no effect and ±100 for the full control effect
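Single-point screen (50 µM final compound) in Neuro2A cells stimulated 20 min with 6 nM IGF at 37 deg C. After lysis, Ser473-phosphorylated Akt read by HTRF (ex 330 nm, em 615/665 nm) as the 665/615 ratio.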
HepG2 tox: qHTS for Inhibitors of TGF-b: Cytotox Counterscreen. actives 0.76% (n = 410,000). Potency, µM (doses to about 46.1 µM), inactives show at the top dose activity change, negative = cytotoxicity, actives largely listed as cytotoxic. HepG2 CAGA-GFP viability, ATP luminescence, 18 h. AID 588856, 2011; note: potency is the fitted concentration of half-maximal effect; some results filed as inactive show a strong effect at the top dose
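CellTiter-Glo luminescence gave cytotoxicity after 18 hours at 37 degrees C. The cells were HepG2 CAGA-GFP in 1% FBS DMEM, stimulated with 500 pg/mL TGF-beta after compound addition. %Activity was normalised to no-cell wells (complete cell-killing) and DMSO (no toxicity), and curves were fitted and classified.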
A549 viability: Nrf2 qHTS screen for inhibitors: counterscreen for cytotoxicity. A549 ARE-Fluc cells, CellTiter-Fluor viability, 18-24 h. Potency, µM (titrated, usually from 46 µM), without a hit: at the top dose activity change, negative = cytotoxicity, hits mostly inhibitors. actives 0.16% (n = 390,000). AID 504648, 2011; note: potency is the fitted concentration of half-maximal effect; % is set by controls: 0 for no effect and ±100 for the full control effect
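A549 ARE-Fluc cells in 5% FBS OPTI-MEM, 5000 cells/well, rested 2 h then exposed to compounds in concentration-response for 18-24 h at 37 °C. Viability by CellTiter-Fluor fluorescence (Ex 405/Em 525) after 30 min; luciferase luminescence (BugLite, 15 min, RT) read afterwards.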
CCT modulator: High-Throughput Screening for Modulators of Cytosolic Chaperonin Activity; actives 0.3% (n = 360,000); activity change, % (test concentration not listed), hits read low; AID 651819, 2012; purified chaperonin ATPase assay, HTRF ADP detection, 30 min; in the data active = activity change below about -30%; note: % is set by controls: 0 for no effect and ±100 for the full control effect
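ATPase activity: ADP formed was measured by HTRF Transcreener (665/615 nm ratio) after 30 min at 37 deg C with 10 uM ATP. Compounds screened at one 76 uM concentration against 40 or 20 nM TRiC in Tris pH 7.4/KCl/MgCl2/DTT buffer.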
S2 tox: Viability Counterscreen for Primary qHTS for Inhibitors of ATXN expression; actives 0.49% (n = 400,000); S2 cells (HEK-293 line with an ATXN2-luciferase reporter) viability, CellTiter-Fluor protease fluorescence, 24 h; AID 651635, 2014; Potency, µM (series often up to 56.7 µM), hits mostly cytotoxic; note: potency is the fitted concentration of half-maximal effect; nearly all actives have a fitted effect of over 40% in size
Nrf2 inh: Nrf2 qHTS screen for inhibitors | A549 ARE-Fluc reporter, luciferase luminescence, 18-24 h | Potency, µM (highest dose often 46 µM), without a hit: at the top dose activity change, negative = inhibition, actives largely listed as inhibitors | actives 2.1% (n = 360,000) | AID 504444, 2011; note: potency is the fitted concentration of half-maximal effect; % is set by controls: 0 for no effect and ±100 for the full control effect; nearly all actives have a fitted effect of over 60% in size
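Concentration-response testing used A549 ARE_Fluc cells at 5000 cells/well. Following an 18-24 h compound incubation, viability was read by fluorescence (Ex 405/Em 525) and luciferase output by luminescence.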
Nrf2 ARE act: qHTS of Nrf2 Activators; AREc32 ARE-luciferase reporter (MCF7-derived line), luminescence, 24 h; Potency, µM (series often up to 46.1 µM), inactives show at the highest dose activation, usual class: activators; actives 0.31% (n = 410,000); AID 624171, 2012; note: potency is the fitted concentration of half-maximal effect; % of control where 0% means no effect; nearly all actives have a fitted effect of over 65% in size
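Luminescent ARE reporter assay in AREc32_Fluc cells: overnight plating at 37 deg C, 24 hr compound incubation, Steady-Glo added, 30 min RT before reading.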
MmCpn inh: Inhibitors of TCP-1 ring complex (TRiC) of Methanococcus maripaludis (MmCpn): qHTS; purified Mm-Cpn ATPase, ADP Transcreener TR-FRET; actives 0.031% (n = 330,000); Chaperonin Mm-Cpn (Methanococcus maripaludis); Potency, µM (doses to about 76.9 µM), for inactives: at the top dose activity, negative = inhibition, actives largely listed as inhibitors; AID 504842, 2011; note: potency is the fitted concentration of half-maximal effect; % is set by controls: 0 for no effect and ±100 for the full control effect; nearly all actives have a fitted effect of over 80% in size
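Reaction buffer contained 30 mM Tris pH 7.4, 100 mM KCl, 5 mM MgCl2 and 1 mM DTT. Mm-CPN (25 nM final) hydrolysed 10 uM ATP over 30 min at 37°C; ADP was read by HTRF.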
* = called active by the depositor; i = inactive; ? = inconclusive; . = no result given; & = joins results of further samples; [ ] = another dose, or the depositor's remark. Unless noted, calls come from the whole dose curve; as a rule, active = well fitted curve in the direction sought with a large enough effect; inconclusive = small, poorly fitted or top-dose-only effect, or another doubt; inactive = no such curve, though single readings can be large; an effect the other way counts as inactive or inconclusive.

Compound	HepG2 tox	Nrf2 inh	pAkt inh	A549 viability	S2 tox	MmCpn inh	TGFb SMAD3 inh	Nrf2 ARE act	CCT modulator
Cc1ccc(C)c(-n2nnnc2SCC(=O)Nc2cccc(-c3nnc4n3CCCCC4)c2)c1	-28%	-17%	.	-16%	.	2%	?	2.6%	1.8
CCOc1ccc(S(=O)(=O)N2CCN(CC(O)COc3cccc([N+](=O)[O-])c3)CC2)cc1 (centres undefined)	-28%	?	i	-13%	i	0%	?	4.6%	-8.2
O=C(NC1CCS(=O)(=O)C1)c1cccc(S(=O)(=O)N2CCCCC2)c1 (centres undefined)	7%	7%	i	12%	i	-1%	12%	-0.8%	1.6
CCc1ccc(-n2nc(CO)c(C(=O)NCCc3ccccc3)n2)cc1	-10%	24%	.	0%	.	.	-4%	0.0%	.
CC1(C)Cc2ccccc2C(=NC(Cc2c[nH]c3ccccc23)C(=O)O)N1 (centres undefined)	2%	1%	i	2%	i	2%	-26%	-0.2%	-0.4
CCOC(=O)c1ccc(NC2Nc3cc(C)nn3S2)cc1 (centres undefined)	-12%	1%	i	-11%	i	-2%	3%	1.2%	-0.1
Cc1cc(=O)n(Cc2ccccc2)c2c1c(C)nn2-c1ccccc1	10%	?	.	7%	i	.	0%	-1.2%	.
Cc1ccc(F)cc1NC(=O)CCc1c(C)nn(-c2ccc(N3CCCCC3)nn2)c1C	-3%&-14%	4%&15%	i	-2%&-3%	i	-3%	7%&-23%	-1.0%&0.1%	-0.6
Cc1ccccc1N(CC(=O)NC1CCCC1)C(=O)c1csnn1	-13%	2%	i	0%	i	2%	4%	0.2%	-0.9
CC1(C)Cc2c(cnn2-c2ccccc2)-c2c1c1ccccc1n2CC(O)CBr (centres undefined)	-61%	.	i	-19%	?	-8%	?	?	1.5
COc1cc2c(cc1OC)C(COc1ccc3c(C)cc(=O)oc3c1)N(C(=O)CC(C)C)CC2 (centres undefined)	-15%	-23%[9.27 µM]	.	-18%	?	.	1%	0.8%	.
COCCn1c(=NC(=O)c2cccs2)sc2cc(NC(C)=O)ccc21	-36%	11%	i	12%	i	-2%	4%	20%	-2.0
COCCNC(=S)N/N=C/c1c2ccccc2cc2ccccc12	-9%	-8%	i	-1%	i	-5%	?	6.8%	0.4
Cn1c(=O)c2c(n3c4ccccc4nc13)NC(=O)CC2c1cccc(Cl)c1 (centres undefined)	-20%	.	.	-6%	i	.	?	1.1%	.
C=CCNC(=S)NNC(=O)COc1ccc2cc(Br)ccc2c1	-15%	?	i	?	i	-7%	-11%	5.3%	-3.3

(next part)
Compound	HepG2 tox	Nrf2 inh	pAkt inh	A549 viability	S2 tox	MmCpn inh	TGFb SMAD3 inh	Nrf2 ARE act	CCT modulator
O=C(Nc1cccc(Cl)c1)c1nc[nH]c1C(=O)Nc1ccccc1F	-20%	.	i	.	i	.	6%	0.3%	-1.4
CC1CC(=O)C=C(O)C1C(=O)OC(C)(C)C (centres undefined)	-8%	.	i	-1%	i	1%	-21%	1.1%	-2.1
Cc1cccc(NC(=O)C(C)Sc2nnc(-c3cccnc3)o2)c1 (centres undefined)	-9%	4%	i	13%	i	-3%	5%	6.5%	-2.4
Cc1c(C(=O)OCC2CCCCC2)[nH]c2c1C(=O)CC(c1ccc(Cl)cc1)C2 (centres undefined)	4%	12%	.	0%	i	.	-11%	-1.2%	.
COC(=O)CCC(=O)OC1(C)C(=O)C2=CN(Cc3ccc4c(c3)OCO4)C(c3ccc(OC)cc3)=CC2=C(Br)C1=O (centres undefined)	0%	6%	i	1%	i	.	-31%	24%	-3.3
CC(=O)N(C)c1ccc(NC(=O)CCN2C(=O)c3ccccc3C2=O)cc1	-4%	10%	i	-1%	i	0%	-16%	0.3%	-2.2
CCOC(=O)N1CCC(NC(=O)c2cc3c(-c4ccc(OC)c(OC)c4)nn(C)c3s2)CC1	-2%	?	i	1%	i	2%	0%	-0.5%	-3.8
CCCCc1ccc(S(=O)(=O)NC(=O)C2(C)CCN2C(=O)c2ccccc2)cc1 (centres undefined)	-13%	.	.	.	i	.	17%	-0.7%	0.9
O=C(Nc1ccc2c(c1)OCO2)c1ccc(NC2CC2)c([N+](=O)[O-])c1	-6%	0%	i	-16%	?	2%	-2%	3.4%	-0.9
CC(=O)Cc1nsc(Nc2ccc(Cl)cc2)n1	10%	13%	i	-5%	i	-1%	-2%	3.0%	-5.6
NS(=O)(=O)c1ccc(N/N=C/C=C/c2ccccc2[N+](=O)[O-])cc1	4%	?	i	?	?	-3%	-1%	3.7%	-2.2
Cc1cc2cc(CCNS(=O)(=O)c3ccc(F)cc3)c(=O)[nH]c2cc1C	-25%	-29%	i	-7%	i	0%	3%	3.0%	-4.8
CC(C)CCNC(=O)c1onc(CSc2nc3ccccc3[nH]2)c1C(=O)NCCC(C)C	-5%	1%	i	-6%	i	-3%	?	0.2%	0.8
Cc1cc(C)c(/C=C(\C#N)S(=O)(=O)c2ccccc2)[nH]1	-22%	2%	i	-4%	i	-1%	-28%	2.3%	-0.9
O=C1C[C@@H]2c3c(cccc3CN1Cc1ccccc1Cl)C[C@@H](O)[C@H]2O	-2%	0%	i	-2%	i	.	7%	-0.1%	4.7

Later entries.
Compound	HepG2 tox	Nrf2 inh	pAkt inh	A549 viability	S2 tox	MmCpn inh	TGFb SMAD3 inh	Nrf2 ARE act	CCT modulator
COC(=O)c1ccc(NC(=O)Nc2nnc(N(C)C3CCCCC3)s2)cc1	-5%	-20%	.	0%	.	.	-17%	-0.9%	.
O=C(NCCSc1ncc(-c2ccc(F)cc2)[nH]1)c1ccco1	0%	-3%	i	3%	i	0%	-21%	0.7%	3.3
O=C(Cn1nc(C(F)(F)F)c2c1CCCC2)Nc1ccc(Cl)cc1	-62%	?	.	?	.	.	?	0.5%	.
N#C/C(=C/c1cc(Cl)c(O)c(Cl)c1)C(=O)N1CCCCC1	3%	-29%	i	?	?	-1%	-17%	-0.7%	-1.6
CC(C)(C)C(=O)NC(CC(=O)O)c1ccccc1 (centres undefined)	-12%	3%	i	1%	?	1%	-18%	-0.5%	2.3
NNC(=O)c1ccncc1	-4%	5%	i	-1%	i	1%	1%	0.1%	1.6
Cc1ccc(S(=O)(=O)Nc2cc(C)c(O)c(Sc3n[nH]c(C)n3)c2)cc1	-20%	-2%	i	4%	.	4%	9%	22%	-2.0
CCCC(=O)Nc1cc(-c2nc3ncccc3o2)ccc1Cl	-10%	-1%	i	-1%	i	-6%	-6%	3.2%	0.2
O=C(CCl)NNC(=O)c1c(O)c2ccccc2[nH]c1=O	-31%	-10%	i	-13%	?	-7%	?	?	-3.8
c1ccc(CCc2nc(-c3ccccn3)no2)cc1	3%	?	i	0%	i	2%	9%	3.0%	1.4
O=C1c2cccnc2C(Nc2ccc(Cl)cc2)N1Cc1cccs1 (centres undefined)	6%	3%	i	-4%	i	-1%	-2%	0.1%	-3.0
Cc1ccc2cccc(NC(=O)c3cccc4c(Br)cccc34)c2n1	0%	6%	.	7%	i	.	16%	0.0%	.
O=c1c2nccnc2[nH]c(=S)n1Cc1ccccc1	-43%	-7%	i	1%	i	-1%	-1%	-0.6%	1.2
O=C(Cn1c(-c2ccccc2)noc1=O)NCc1ccccc1	-5%	16%	i	-6%	?	3%	-14%	0.1%	-1.9
O=C(NCCc1csc(-c2cccc(F)c2)n1)C(=O)Nc1cc(F)ccc1F	3%	.	.	12%	i	.	-11%	4.9%	.

Next section:
Compound	HepG2 tox	Nrf2 inh	pAkt inh	A549 viability	S2 tox	MmCpn inh	TGFb SMAD3 inh	Nrf2 ARE act	CCT modulator
COc1nccnc1NS(=O)(=O)c1ccc(NS(=O)(=O)c2ccc(NC(C)=O)cc2)cc1	0%	13%	i	8%	i	2%	1%	0.2%	-2.3
CCOc1ccccc1CNS(=O)(=O)c1cc(-c2cc(C)no2)ccc1C	-17%	-22%	i	1%	i	2%	-14%	-0.2%	0.4
Cc1c(/C=N/O)c2ccccn2c1C(=O)c1ccc(F)cc1	-19%	?	i	?	i	1%	1%	-0.2%	1.1
Cc1ccc(NS(=O)(=O)c2cccc(C(=O)NCCCn3ccnc3)c2)cc1	1%	2%	i	12%	i	1%	-5%	0.4%	-0.8
COc1ccccc1OCC(=O)Nc1c2c(nn1-c1ccccc1)CS(=O)(=O)C2	2%	-16%	i	0%	i	3%	11%	-0.1%	-1.1
O=C(NC12CC3CC(CC(C3)C1)C2)N1CCC(O)(c2ccc3c(c2)OCO3)CC1	-37%	-23%	i	-1%	i	1%	-6%	-0.1%	-2.0
COC(=O)c1ccccc1S(=O)(=O)N1CCC(c2nc3ccccc3o2)CC1	-1%	-29%	i	-2%	?	0%	1%	0.4%	1.5
C=CCNC(=O)COc1cc(C)cc(C)c1C	9%	-11%	i	0%	i	1%	3%	0.3%	1.1
